Screens: PubChem BioAssay, National Center for Advancing Translational Sciences (NCATS)
D2 ag = D2 dopamine receptor (human) agonism | P14416 | HEK293 T-REx D2 cells, calcium flux agonist mode | activation, % at 2 µM | 0.53% of 340,000 active | AID 485358;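 active = activation over 3 SD above normal in the single-dose calcium agonist read, cut at about 30% in these data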; also: 0% is about no effect
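Agonism is scored from calcium flux in a force-coupled, inducible HEK293 cell line expressing D2, read kinetically for 180 s after compound addition against dopamine controls.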
TRHR ag = agonists of human TRH receptor | P34981 | TRHR cells, calcium flux fluo-8, FDSS agonist mode | activation, % at 2 µM | 0.18% of 360,000 active | AID 493084; in the data active = activation above about 30%; also: 0% is about no effect
Target sequence (P34981 whole entry, looked up): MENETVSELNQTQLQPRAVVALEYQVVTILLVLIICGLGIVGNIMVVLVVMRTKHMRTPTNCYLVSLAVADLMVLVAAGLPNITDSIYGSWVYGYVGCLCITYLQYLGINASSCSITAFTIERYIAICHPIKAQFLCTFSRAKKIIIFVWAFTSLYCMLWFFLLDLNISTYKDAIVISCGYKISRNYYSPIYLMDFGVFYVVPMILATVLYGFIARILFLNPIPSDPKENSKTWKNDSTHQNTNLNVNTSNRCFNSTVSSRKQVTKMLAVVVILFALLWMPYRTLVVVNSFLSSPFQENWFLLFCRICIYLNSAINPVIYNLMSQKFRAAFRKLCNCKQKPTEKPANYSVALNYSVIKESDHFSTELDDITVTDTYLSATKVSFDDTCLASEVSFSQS
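Fluo-8-loaded TRHR cells; 10 s baseline, compound added, kinetic Ca2+ fluorescence read 1/s, agonist mode.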
TrxR1 substrate = substrates of rat thioredoxin reductase 1 | O89049 | purified TrxR1 substrate turnover, NADPH consumption readout | Potency, µM (highest dose often 114 µM), for inactives: at the top dose activity change, negative = substrate turnover | 0.01% of 390,000 active | AID 588456; also: potency is read from the fitted curve at half-maximal effect; % is scaled to controls: 0 for no effect and ±100 for the full control effect; nearly all actives have a fitted effect of over 50% in size
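Rat TrxR1, dispensed at 90 nM, was prereduced with 400 uM NADPH (final) for 5 min at ~22 deg C, then incubated with compound 15 min before 400 uM selenite. A first-read NADPH fluorescence drop versus no-compound background flagged substrates.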
D2 antag = D2 dopamine receptor (human) antagonism; P14416; HEK293 TREx D2 cells, calcium flux, dopamine EC80; inhibition, % at 10 µM; 2% of 340,000 active; in the data active = inhibition above about 30%; also: 0% is about no effect
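Dopamine at EC80 is the agonist stimulus; test compounds precede it by 180 s. Calcium flux read kinetically in a force-coupled, inducible HEK293 T-REx D2 cell line.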
Pin1 inh = human Pin1 inhibition. Q13526. Pin1 FP peptide displacement, HiFluor488, 10 min. Potency, µM (doses to about 115 µM), for inactives: at the top dose activity, negative = inhibition, hits mostly inhibitors. 0.009% of 390,000 active; active = well fitted inhibition curve with a large enough effect in the polarisation, with a control signal flat, not every such curve was filed as active; inconclusive = small, poorly fitted or top-dose-only effect, or effect the other way, or a change in a side signal; inactive = no such curve, though single readings can be large or run the other way; the % refers to the polarisation; also: potency is read from the fitted curve at half-maximal effect; % is scaled to controls: 0 for no effect and ±100 for the full control effect
Target sequence (Q13526 whole entry, looked up): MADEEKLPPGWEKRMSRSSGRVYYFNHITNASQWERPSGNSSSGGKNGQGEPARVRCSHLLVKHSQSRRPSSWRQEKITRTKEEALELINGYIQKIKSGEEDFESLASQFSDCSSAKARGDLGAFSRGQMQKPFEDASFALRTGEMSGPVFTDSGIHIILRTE
TrxR1 inh = blocks rat thioredoxin reductase 1 | O89049 | AID 588453 | Potency, µM (doses to about 114 µM), for the others: at the top dose activity change, negative = inhibition, actives largely listed as inhibitors | recombinant rTrxR1, NADPH fluorescence consumption, selenite substrate | 1% of 390,000 active; also: potency is read from the fitted curve at half-maximal effect; % is scaled to controls: 0 for no effect and ±100 for the full control effect; nearly all actives have a fitted effect of over 65% in size
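Rat TrxR1 (90 nM in the dispensed reagent) was pre-reduced with 400 uM NADPH for 5 min at room temperature, then incubated with compound for 15 min. After 400 uM selenite was added, NADPH fluorescence (Ex 340/Em 450 nm) was followed for 8 min.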
TRHR enhancer = TRH receptor (human) allosteric enhancement | P34981 | TRHR cells, fluo-8 calcium fluorescence, EC20 TRH enhancement | enhancement, % at 2 µM | 0.66% of 360,000 active | AID 493056; in the data active = enhancement above about 30%; also: 0% is about no effect
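Enhancer read-out: after compound pinning and an initial kinetic agonist-mode read, an EC20 of TRH (10 nM final) was injected and fluo-8 calcium signal (Ex 480/Em 530) followed at 1 s/cycle for 100 cycles in TRHR-expressing cells.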
mIDH1 inhibitor = blocks human mutant IDH1 R132H enzyme; 0.093% of 390,000 active; O75874; AID 602179; IDH1-R132H enzyme, NADPH consumption, diaphorase/resazurin fluorescence; Potency, µM (doses to about 76.6 µM), for inactives: at the highest dose activity change, negative = inhibition, usual class: inhibitors; also: potency is read from the fitted curve at half-maximal effect; % is scaled to controls: 0 for no effect and ±100 for the full control effect; nearly all actives have a fitted effect of over 65% in size
Target sequence (O75874 whole entry R132H, stated change not applied): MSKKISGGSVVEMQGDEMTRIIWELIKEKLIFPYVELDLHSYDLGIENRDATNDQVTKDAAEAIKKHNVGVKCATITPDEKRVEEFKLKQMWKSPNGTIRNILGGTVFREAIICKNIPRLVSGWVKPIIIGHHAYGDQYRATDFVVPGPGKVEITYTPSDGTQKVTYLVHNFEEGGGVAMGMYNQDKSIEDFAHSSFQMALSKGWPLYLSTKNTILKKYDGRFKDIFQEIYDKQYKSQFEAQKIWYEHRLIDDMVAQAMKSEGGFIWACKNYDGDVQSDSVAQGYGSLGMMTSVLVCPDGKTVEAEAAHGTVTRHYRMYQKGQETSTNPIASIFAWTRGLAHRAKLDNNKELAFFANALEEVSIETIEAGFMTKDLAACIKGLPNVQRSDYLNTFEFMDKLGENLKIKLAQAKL
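IDH1-R132H (0.5 ug/mL dispensed) in pH 7.5 Tris buffer was preincubated 30 min with compound, then given a substrate mix of 0.016 mM NADPH and 2 mM alpha-KG for 80 min at room temperature; remaining NADPH was read by diaphorase/resazurin fluorescence.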
USP1 inh = USP1/UAF1 (human) deubiquitinase inhibition; O94782; recombinant USP1/UAF1, Ub-Rhodamine cleavage fluorescence; Potency, µM (titrated, usually from 57.1 µM), inactives show at the highest dose activity change, negative = inhibition, actives largely listed as inhibitors; 0.23% of 390,000 active; AID 743255; also: potency is read from the fitted curve at half-maximal effect; % is scaled to controls: 0 for no effect and ±100 for the full control effect; nearly all actives have a fitted effect of over 60% in size; inactives centre near -12
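In this screen, compounds sit with the deubiquitinase complex (1nM) for 15 min at room temperature before Ub-Rho is added at 150nM final. Fluorescence rise is then followed for 6 reads every 60 seconds.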
* marks the source's active call; other numbers are inactive results; ? = inconclusive; . = no result given; [ ] = dose if it differs, or a comment. Unless noted, calls follow the shape of the dose curve; as a rule, active = well fitted inhibition curve with a large enough effect; inconclusive = small, poorly fitted or top-dose-only effect; inactive = no such curve, though single readings can be large or run the other way.

SMILES	TrxR1 substrate	D2 ag	TRHR enhancer	D2 antag	TRHR ag	Pin1 inh	TrxR1 inh	USP1 inh	mIDH1 inhibitor
CCOC(=O)C1CCN(C(=O)C2CCN(S(=O)(=O)c3cccc4cccnc34)CC2)CC1	.	0.0	15	-14	0.3	.	.	.	.
Cc1c(Cc2ccccc2)c(=O)oc2c(O)c(O)ccc12	4%[57.1 µM]	54*	41*	34*	0.1	?	16%[57.1 µM]	-11%	-5%
C=CCNC(=O)C1CC(=O)N(c2ccc(OCC(=O)Nc3ccc(Cl)cc3)cc2)C1 (stereo not drawn)	-7%[57.1 µM]	-0.1	1	0	0.3	9%	14%[57.1 µM]	-21%	-6%
CC(C)(C)OC(=O)N1CCC[C@H]1C(=O)Nc1ccc(Br)cc1	0%	-0.6	2	10	-0.2	0%	7%	-23%	2%
O=C(NC1CCCCC1)C(c1ccco1)N(C(=O)c1csnn1)c1cccc(F)c1 (stereo not drawn)	0%[57.1 µM]	0.0	-2	-7	-1.2	?	9%[57.1 µM]	-16%	-5%
Cc1cccnc1NC(=O)c1ccc(S(=O)(=O)NCc2ccco2)cc1	3%[57.1 µM]	0.9	1	3	0.3	7%	8%[57.1 µM]	-19%	0%
NC(=O)c1ccsc1NC(=O)CCS(=O)(=O)c1ccccc1	-5%[57.1 µM]	0.9	-3	6	0.1	-4%	8%[57.1 µM]	-11%	1%
CCN(Cc1cccs1)C(=O)c1cccc(S(=O)(=O)N2CCN(C)CC2)c1	-1%	.	1	.	0.3	1%	6%	-17%	9%
O=C(Cn1c(C(=O)N2CCN(C3CCCC3)CC2)cc2sccc21)c1ccccc1	6%[57.1 µM]	.	13	.	-0.2	9%	-4%	-18%	-3%
Cc1ccc(C)c(CN2CCC(CNC(=O)Nc3cccc(Cl)c3C)CC2)c1	-16%	1.2	6	-10	0.6	-2%	-26%	-15%	0%
CCOc1cccc(/C=C/c2ccc3cccc(O)c3n2)c1OC	-3%	1.3	-7	-22	1.2	3%	-2%	?	3%
Cc1onc(-c2c(F)cccc2Cl)c1C(=O)N1CCCCC1	-4%	1.0	1	-1	-0.4	-3%	8%	-13%	-3%
COc1ccc(Br)cc1C(=O)Nc1cc(C)cc(C)c1	9%[57.1 µM]	-0.4	-1	-1	0.7	-2%	23%[57.1 µM]	-12%	4%
Cc1ccc(C(C(=O)NCc2ccccc2)N(C(=O)c2ccccn2)c2ccccc2)o1 (stereo not drawn)	5%	0.3	-3	-10	0.1	-2%	10%	-10%	3%
O=C(CN1CCOCC1)Nc1ccc2c(c1)OCCO2	6%	0.4	-8	-18	-0.4	-3%	10%	-6%	8%
N#C/C(=C\c1ccccc1)C(=O)Nc1nncs1	-6%	.	8	.	0.5	-6%	-12%	-7%	7%
Cc1ccc(C(=O)CSc2nccn2-c2ccccc2)cc1	3%[57.1 µM]	0.8	-5	4	0.0	-3%	-1%[57.1 µM]	-26%	0%
CCCCN(C)S(=O)(=O)c1ccc(C(=O)Nc2nnc(CSC)o2)cc1	-5%	-0.5	-5	-4	-0.2	-10%	4%	1%	-3%
CC(Nc1nc(N2CCOCC2)nc2ccccc12)c1ccccc1 (stereo not drawn)	71%	-8.2	-8	20	0.7	-8%	19%[57.1 µM]	-4%	8%
O=C(NCc1ccco1)c1ccccc1Br	8%[57.1 µM]	-0.1	-5	-17	0.6	-2%	14%[57.1 µM]	-3%	8%
Cc1cccc(NC(=O)c2sc(-n3nc(C)c(CCC(C)C)c3C)nc2C)c1	8%	.	-3	.	1.0	4%	44%[activator]	-24%	0%
COc1ccccc1CNc1nc(C)c(C(=O)N(C)C)s1	-6%	0.3	0	3	-0.3	-1%	-22%	-13%	8%
CCCC(C(=O)NCc1ccco1)N(C(=O)CNS(=O)(=O)c1ccc(Cl)cc1)C1CCCC1 (stereo not drawn)	-5%	0.3	-22	5	-1.0	-8%	10%[57.1 µM]	-20%	8%
CC(C)[C@H](NC(N)=O)C(=O)Nc1ccc(Oc2ccccc2)cc1	2%[57.1 µM]	1.0	0	6	0.4	8%	15%[57.1 µM]	-31%	1%
NC(=O)c1ccc(NC(=O)CNc2cc(S(=O)(=O)N3CCOCC3)ccc2N2CCCC2)cc1	-2%	.	.	.	.	-6%	-7%	-11%	3%
N=C1C(=O)OCC1c1ccccc1NC(=O)c1ccccc1 (stereo not drawn)	-6%	0.7	-4	4	-0.3	-5%	8%	-14%	-6%
CC(=O)OC1OCCOC1NC(=S)Nc1cccc(C(F)(F)F)c1 (stereo not drawn)	7%[57.1 µM]	0.3	12	18	1.1	0%	1%[57.1 µM]	-26%	-7%
C=CCOC(=O)C1=C(C)NC2(O)c3ccccc3C(=O)C12O (stereo not drawn)	-6%[57.1 µM]	0.5	-3	-6	0.1	-15%	16%[57.1 µM]	-17%	13%
O=C(c1ccccc1)N1CCCC(c2nc3c(nnn3Cc3ccccc3)c(=O)[nH]2)C1 (stereo not drawn)	7%	-0.4	-3	-25	-0.3	2%	20%	-4%	-1%
O=C(NC1CCS(=O)(=O)C1)C12CC3CC(CC(C3)C1)C2 (stereo not drawn)	-1%	0.4	3	1	0.1	1%	12%	8%	7%
CC(C)(C)OC(=O)C[C@@H]1C/C=C\C[C@@H](CC(=O)NCCO)C(=O)NCCOC1=O	9%[57.1 µM]	.	.	.	.	0%	8%[57.1 µM]	20%	-2%
CCOC(=O)/C=C/C(=O)N1CCc2ccccc21	-13%	0.0	-4	-32	0.0	9%	?	-2%	8%
COc1ccccc1C(=O)NCC(=O)NCc1cc(=O)n(C)c(=O)n1C	3%	0.1	-2	-6	0.4	2%	17%	-6%	4%
O=C(NC12CC3CC(CC(C3)C1)C2)c1cc2nc(-c3ccco3)cc(C(F)(F)F)n2n1	4%[57.1 µM]	-0.7	7	5	-0.2	0%	-11%	-9%	3%
COc1cc2c(=O)n(CCCN3CCOCC3)c(=S)[nH]c2c(OC)c1OC	2%[57.1 µM]	-0.3	4	-1	0.6	3%	-24%[57.1 µM]	-10%	2%
Fc1cccc(NC(=S)NNc2c3ccccc3nc3ccccc23)c1	-9%[57.1 µM]	-1.7	4	-3	-2.6	16%	34%[57.1 µM]	?	5%
COc1cccc(C(=O)Nc2ccc3oc(-c4cccc5c(Br)cccc45)nc3c2)c1	29%	0.3	2	.	1.7	18%	11%	-8%	21%
Cc1cc(C)c(S(=O)(=O)NCC(c2cccs2)S(=O)(=O)c2ccccc2)c(C)c1 (stereo not drawn)	5%[57.1 µM]	.	2	.	-0.4	7%	2.5µM*	-21%	13%
COc1ccc(C(=O)NNC(=O)CSc2ccccc2)cc1	3%[57.1 µM]	-0.3	-1	-12	0.2	0%	-2%[57.1 µM]	0%	-1%
COc1ccc(CN(C)C(=O)CNC(=O)CNC(=O)c2ccc(Cl)cc2Cl)cc1F	1%	0.0	3	0	-0.7	-2%	15%	-18%	-7%

Three entries from above, with values under each structure:
Every second line gives: TrxR1 substrate, D2 ag, TRHR enhancer, D2 antag, TRHR ag, Pin1 inh, TrxR1 inh, USP1 inh, mIDH1 inhibitor
Cc1cc(C)c(S(=O)(=O)NCC(c2cccs2)S(=O)(=O)c2ccccc2)c(C)c1 (stereo not drawn)
    5%[57.1 µM], ., 2, ., -0.4, 7%, 2.5µM*, -21%, 13%
COc1ccc(C(=O)NNC(=O)CSc2ccccc2)cc1
    3%[57.1 µM], -0.3, -1, -12, 0.2, 0%, -2%[57.1 µM], 0%, -1%
COc1ccc(CN(C)C(=O)CNC(=O)CNC(=O)c2ccc(Cl)cc2Cl)cc1F
    1%, 0.0, 3, 0, -0.7, -2%, 15%, -18%, -7%

Ordered by count of non-hydrogen atoms (smallest number first): part of the list above
SMILES	TrxR1 substrate	D2 ag	TRHR enhancer	D2 antag	TRHR ag	Pin1 inh	TrxR1 inh	USP1 inh	mIDH1 inhibitor
N=C1C(=O)OCC1c1ccccc1NC(=O)c1ccccc1 (stereo not drawn)	-6%	0.7	-4	4	-0.3	-5%	8%	-14%	-6%
CC(=O)OC1OCCOC1NC(=S)Nc1cccc(C(F)(F)F)c1 (stereo not drawn)	7%[57.1 µM]	0.3	12	18	1.1	0%	1%[57.1 µM]	-26%	-7%
COc1ccccc1C(=O)NCC(=O)NCc1cc(=O)n(C)c(=O)n1C	3%	0.1	-2	-6	0.4	2%	17%	-6%	4%
Cc1cccc(NC(=O)c2sc(-n3nc(C)c(CCC(C)C)c3C)nc2C)c1	8%	.	-3	.	1.0	4%	44%[activator]	-24%	0%
CC(C)(C)OC(=O)C[C@@H]1C/C=C\C[C@@H](CC(=O)NCCO)C(=O)NCCOC1=O	9%[57.1 µM]	.	.	.	.	0%	8%[57.1 µM]	20%	-2%
COc1cccc(C(=O)Nc2ccc3oc(-c4cccc5c(Br)cccc45)nc3c2)c1	29%	0.3	2	.	1.7	18%	11%	-8%	21%
NC(=O)c1ccc(NC(=O)CNc2cc(S(=O)(=O)N3CCOCC3)ccc2N2CCCC2)cc1	-2%	.	.	.	.	-6%	-7%	-11%	3%

Not all compounds are listed (hit frequency here may not be typical).
